Screening results deposited in PubChem BioAssay by National Center for Advancing Translational Sciences (NCATS).
MCF10A rerep – DNA re-replication induction in MCF 10a cells | actives 2.9% (n = 350,000) | Potency, µM (top dose mostly 46.1 µM), for the others: at the highest dose activity, positive = re-replication, most hits filed as activators | MCF 10A DNA re-replication, Hoechst nuclear intensity, 48 h | AID 624296; note: potency is the fitted concentration of half-maximal effect; % of control where 0% means no effect; nearly all actives have a fitted effect of over 50% in size
HT1080NT lethal – kills 2HG-producing HT-1080-NT fibrosarcoma cells | AID 686970 | HT-1080-NT fibrosarcoma viability, CellTiter-Glo ATP luminescence, 48 h | Potency, µM (highest dose often 46.1 µM), without a hit: at the top dose activity, negative = less viability, most hits filed as cytotoxic | actives 1.6% (n = 360,000);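 note: NT is the 2HG producing partner of a matched IDH1 knockdown line; potency is the fitted concentration of half-maximal effect; 0% = DMSO-treated cells and -100% = media-only wells without cells; nearly all actives have a fitted effect of over 55% in size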
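Fibrosarcoma NT cells, 750 per well in 5% FBS RPMI, were exposed to compound for 48 hours. Viability: CellTiter-Glo luminescence.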
WRN inhibitor – inhibitors of human WRN helicase; Potency, µM (top dose mostly 114 µM), inactives show at the top dose activity change, negative = inhibition, actives largely listed as inhibitors; Q14191; WRN helicase unwinding, fluorescent forked duplex, kinetic; actives 0.46% (n = 360,000); note: potency is the fitted concentration of half-maximal effect; % is set by controls: 0 for no effect and ±100 for the full control effect; nearly all actives have a fitted effect of over 55% in size
Target sequence (Q14191 whole entry, looked up): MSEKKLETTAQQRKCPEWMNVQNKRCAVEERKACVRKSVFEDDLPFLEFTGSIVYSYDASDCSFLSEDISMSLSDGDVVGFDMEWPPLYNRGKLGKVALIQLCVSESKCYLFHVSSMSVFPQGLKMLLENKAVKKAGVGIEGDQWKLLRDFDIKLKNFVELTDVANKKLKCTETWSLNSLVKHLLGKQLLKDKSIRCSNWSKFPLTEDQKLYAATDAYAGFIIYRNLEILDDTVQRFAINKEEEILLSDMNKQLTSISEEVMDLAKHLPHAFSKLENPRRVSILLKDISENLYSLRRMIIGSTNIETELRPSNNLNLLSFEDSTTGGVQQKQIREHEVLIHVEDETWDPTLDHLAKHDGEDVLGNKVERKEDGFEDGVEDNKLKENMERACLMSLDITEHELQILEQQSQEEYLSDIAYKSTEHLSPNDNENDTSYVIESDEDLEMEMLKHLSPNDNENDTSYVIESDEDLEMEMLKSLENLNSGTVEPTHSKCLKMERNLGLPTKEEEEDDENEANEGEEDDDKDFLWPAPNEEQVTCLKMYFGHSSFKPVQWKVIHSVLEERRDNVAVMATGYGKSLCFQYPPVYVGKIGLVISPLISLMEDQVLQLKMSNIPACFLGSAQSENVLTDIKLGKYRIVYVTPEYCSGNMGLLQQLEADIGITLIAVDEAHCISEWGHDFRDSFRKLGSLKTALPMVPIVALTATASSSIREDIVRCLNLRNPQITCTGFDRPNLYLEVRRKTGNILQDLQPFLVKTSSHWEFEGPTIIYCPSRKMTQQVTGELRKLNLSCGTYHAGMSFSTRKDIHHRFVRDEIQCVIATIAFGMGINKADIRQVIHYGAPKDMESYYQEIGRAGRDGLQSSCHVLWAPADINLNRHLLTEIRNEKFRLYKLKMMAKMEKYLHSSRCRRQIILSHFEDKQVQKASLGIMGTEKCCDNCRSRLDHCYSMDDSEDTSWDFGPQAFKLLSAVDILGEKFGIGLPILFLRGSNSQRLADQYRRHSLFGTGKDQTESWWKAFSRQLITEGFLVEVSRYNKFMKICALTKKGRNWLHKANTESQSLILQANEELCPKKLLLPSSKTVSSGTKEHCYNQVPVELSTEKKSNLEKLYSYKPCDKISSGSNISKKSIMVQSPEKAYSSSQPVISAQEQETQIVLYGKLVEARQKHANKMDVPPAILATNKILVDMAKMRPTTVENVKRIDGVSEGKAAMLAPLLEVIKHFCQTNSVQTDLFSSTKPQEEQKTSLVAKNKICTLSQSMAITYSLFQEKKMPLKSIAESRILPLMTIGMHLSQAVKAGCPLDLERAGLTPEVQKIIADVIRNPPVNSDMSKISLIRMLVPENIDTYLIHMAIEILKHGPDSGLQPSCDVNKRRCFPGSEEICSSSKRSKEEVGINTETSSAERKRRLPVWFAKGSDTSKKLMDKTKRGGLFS
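Kinetic red-fluorescence monitoring (525/598 nm) tracks WRN helicase activity after 100 nM fluorophore-quencher forked duplex and 2 mM ATP are added to 20 nM enzyme pretreated 15 min at room temperature with compound.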
SW480 rereplic – inducers of DNA re-replication in SW480 colon cancer cells | actives 1.8% (n = 340,000) | SW480 DNA re-replication, Hoechst DNA content imaging, 48 h | Potency, µM (top dose mostly 46.1 µM), for inactives: at the highest dose re-replication activation, usual class: activators | AID 624297; note: potency is the fitted concentration of half-maximal effect; % of control where 0% means no effect; nearly all actives have a fitted effect of over 55% in size
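Treated cells incubate 48 hr (37 C, 5% CO2), are stained 40 min with Hoechst, and nuclear fluorescence is enumerated; a rise in nuclei with high DNA signal marks re-replication.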
IL1B secr inh – inflammasome signaling inhibition, IL-1 beta readout; activity change, % at 57.5 µM; actives 4.7% (n = 360,000); THP-1 LPS/ATP IL-1B secretion, AlphaLISA, 16 h; stronger effect = lower value; AID 743279; in the data active = activity change below about -50%; inconclusive = mostly about -30% to -49%; note: % is set by controls: 0 for no effect and ±100 for the full control effect
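Secreted IL-1B measured by AlphaLISA bead assay after 16 h compound exposure of THP-1 cells; compounds (final up to 57.5 uM) added 1 h before LPS (250 ng/mL) and ATP (1.25 mM) stimulation; lower signal means less secretion.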
KB-3-1 tox – kills parental KB-3-1 adenocarcinoma cells | KB-3-1 viability, CellTiter-Glo ATP luminescence, 72 h | Potency, µM (highest dose often 46.1 µM), inactives show at the highest dose activity change, negative = cytotoxic, usual class: cytotoxic | actives 1.4% (n = 400,000); note: potency is the fitted concentration of half-maximal effect; % is set by controls: 0 for no effect and ±100 for the full control effect; nearly all actives have a fitted effect of over 60% in size
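Multi-concentration cytotoxicity screen in KB-3-1 cells grown in DMEM lacking phenol red with 10% FBS. After 72 h at 37 °C with compound, ATP-dependent luminescence was recorded.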
ATXN2 expr inh – inhibitors of ATXN2 expression | HEK-293 ATXN2-luciferase reporter, luminescence, 24 h | AID 1745845 | Potency, µM (highest dose often 57 µM), for inactives: at the highest dose activity change, negative = inhibition, hits mostly inhibitors | actives 0.72% (n = 360,000); note: potency is the fitted concentration of half-maximal effect; % is set by controls: 0 for no effect and ±100 for the full control effect; nearly all actives have a fitted effect of over 55% in size
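qHTS (up to 57 uM final) was run with 24 h compound exposure of reporter cells at 37 °C. Each well was multiplexed: SteadyGlo luminescence measured ATXN2-luciferase expression after a fluorogenic Gly-Phe-AFC viability readout (25 uM final).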
KB-V1 MDR tox – kills drug-selected multidrug resistant KB-V1 cells. KB-V1 MDR cells viability, CellTiter-Glo, 72 h. Potency, µM (top dose mostly 46.1 µM), for inactives: top-dose activity change, negative = cytotoxicity, usual class: cytotoxic. actives 3.4% (n = 400,000); note: potency is the fitted concentration of half-maximal effect; % is set by controls: 0 for no effect and ±100 for the full control effect; nearly all actives have a fitted effect of over 60% in size
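Cytotoxicity via CellTiter-Glo luminescence after 72 h compound exposure at 37 degrees C. Cells: drug-selected KB-V1 line, DMEM phenol-red free plus 10% FBS. Compounds tested at multiple concentrations; normalized data fitted to concentration-effect curves.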
HT1080 IDH1KD tx – toxicity to HT-1080 IDH1 knockdown cells (counter line) | HT-1080 IDH1 knockdown viability, ATP luminescence, 48 h | Potency, µM (series often up to 46.1 µM), inactives show at the top dose activity, negative = toxicity, usual class: cytotoxic | actives 2% (n = 360,000) | AID 686971;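 note: potency is the fitted concentration of half-maximal effect; 0% = DMSO wells and -100% = cell-free medium wells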
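IDH1KD HT-1080 cells, 750/well, RPMI + 5% FBS; compound pinned after 2 h settling; 48 h, 37 °C; CellTiter-Glo luminescence; % activity normalised to DMSO and no-cell wells; curves fitted, classed by r2 and efficacy.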
An asterisk follows results filed as active; ? = inconclusive; . = no result given; & = joins results of further samples; [ ] = dose if it differs, or a comment. Unless noted, calls come from the whole dose curve; as a rule, active = well fitted curve in the direction sought with a large enough effect; inconclusive = small, poorly fitted or top-dose-only effect, or another doubt; inactive = no such curve, though single readings can be large; an effect the other way counts as inactive or inconclusive.

Order of values: MCF10A rerep, HT1080NT lethal, WRN inhibitor, SW480 rereplic, IL1B secr inh, KB-3-1 tox, ATXN2 expr inh, KB-V1 MDR tox, HT1080 IDH1KD tx
1. COc1cc(C2CC(C(F)(F)F)n3ncc(C(=O)O)c3N2)cc(OC)c1OC (stereo unspecified)
→ -1%, -1%, 4%, -13%, -12, 7%, ., 12%, -3%
2. CCc1ccc(NS(=O)(=O)c2ccc3[nH]cc(C(=O)N4CCCCC4)c(=O)c3c2)cc1
→ 11%, -3%, 2%[11.6 µM], -5%, -5, 1%, 4%, 5%, -2%
3. CCCC(C)c1nnc(NC(=O)c2cc(C(=O)OC)cc([N+](=O)[O-])c2)s1 (stereo unspecified)
→ 28%, -1%, -4%, -6%, 10, 9%, 3%, -5%, -16%
4. Cc1ccc(-n2c3c(c(=O)[nH]c2=O)C(NS(=O)(=O)c2ccc(C)cc2)(C(F)(F)F)C(=O)N3)cc1 (stereo unspecified)
→ -8%, 8%, -2%, 1%, 15, 7%&2%, -3%&5%, ?, 19%
5. CC(C)N(NC(=O)c1cccc2ccccc12)C(C)C
→ 4%, 16%, 1%, -6%, 12, 0%, 1%, -1%, 5%
6. C/C(=N\NC1=NCCN1)c1ccccc1
→ -1%, 1%, -4%, -9%, -1, 9%, -21%, -14%, 3%
7. N#Cc1cc(Sc2ccccn2)c([N+](=O)[O-])cc1C#N
→ 8%, -2%, -35%, ?, 13, -3%, 5%, 54%, 11%
8. CC[C@H](C)[C@H](NC(=O)CNC(=O)COc1cc2c(c3oc(=O)cc(C)c13)CCC(C)(C)O2)C(=O)O
→ -14%, 15%, 1%, -11%, -2, 10%, ., -10%, -3%
9. CN(C)CCCn1cnc2c(c1=N)C(c1ccccc1)c1ccc3ccccc3c1O2 (stereo unspecified)
→ 18µM*, ?, 10%, 5%, -10, -3%, ., -6%, ?
10. O/N=C\c1cnc(N2CCN(c3ccccc3)CC2)s1
→ 2%, 0%, -4%, -2%, -3, 1%, ., -12%, 0%
11. COC(=O)c1cccc(C(=O)N2CCCC(C(=O)c3cc(F)ccc3F)C2)c1 (stereo unspecified)
→ 3%, 1%, 1%, 3%, -4, 8%, 12%, ?, -22%
12. O=C(C[C@H]1C=C[C@@H](NC(=O)Cc2cccnc2)[C@@H](CO)O1)NCc1ccc2c(c1)OCO2
→ ., 21%, 2%, ., 24, 12%, ., 2%, 13%
13. CCOC(=O)C1=C(C)NC(=O)NC1c1ccc(OC(=O)c2ccco2)c(OC)c1 (stereo unspecified)
→ -6%, -2%, 101%[activator][57.1 µM], 0%, 8, 17%, 0%, 6%, -2%[9.24 µM]
14. CCOc1ccc(NC(=O)C2CCCN(c3c(CC)c(C)nc4ncnn34)C2)cc1 (stereo unspecified)
→ -2%, -11%, 0%, -1%, -23, ?, -22%, ?, 0%
15. Cc1ccc(NC(=O)c2c([N+](=O)[O-])c(C(C)(C)C)nn2C)c(C)c1
→ ?, 19%, -4%, 2%, -3, 5%, -13%, 5%, 10%
16. CC(=O)NS(=O)(=O)c1ccc(NC(=O)CCC(=O)Oc2ccc(C)cc2)cc1
→ -3%, 18%, -2%[57.1 µM], 5%, 4, 18%, 13%, 22%, 12%
17. c1ccc2c(c1)oc1c(N3CCOCC3)ncnc12
→ 14%, -8%, -10%, -3%, -3, 0%, 16%, 0%, -7%
18. COc1ccc(-c2nc(CC(=O)O)cs2)cc1
→ -7%, 26%, 13%, -4%, 0, 18%, -5%, ?, ?
19. O=C(/C=C/c1ccc(Cl)c([N+](=O)[O-])c1)Nc1cccnc1
→ ?, -3%, -9%, 11%, -53*, -22%, -3%, 2%, -1%
20. O=C(CCNC(=O)N1CCn2c1nc1ccccc12)NCc1ccccc1
→ 1%, 5%, 5%, -4%, 3, 1%, ., 0%, 7%
21. CC(C)NC(=O)N1CC(c2ccccc2)C(c2ccc(Cl)cc2)=N1 (stereo unspecified)
→ -3%, -5%, -15%, 9%, 5, -4%, ., ?, -2%
22. O=C(Nc1cc(Cl)ccc1Oc1ccccc1)c1cnccn1
→ -1%, 19%, 6%, -1%, 12, -2%, 5%, 2%, 15%
23. C(=N\c1nc2ccccc2n1CCN1CCCCC1)/c1ccc2c(c1)OCO2
→ ?, -6%, -4%, 0%[9.22 µM], 0, -2%, -20%, -21%, -2%
24. Cn1c(SCC(=O)c2ccc(O)c(O)c2)nnc1-c1cccs1
→ -3%, -5%, ?, 7%, 53, -4%, ., 11%, -19%
25. CCS(=O)(=O)N1CCC(C(=O)NCCc2ccc(OC)c(OC)c2)CC1
→ -2%, 0%, 2%, -6%, -13, -2%, 2%, 0%, -5%
26. CCCCOc1ccc(Cc2c(O)nc(SC)[nH]c2=O)cc1
→ 2%, 15%, -25%, 5%, 14, ?, -2%, 19%, 16%
27. CCn1nc(CC(=O)Nc2nnc(CC(=O)N3CCCC3)s2)c2ccccc2c1=O
→ ?, 9%, -3%, -10%, 32, 4%, 1%, 20%, -1%
28. CC1(C(=O)Nc2ccccc2F)CCN1C(=O)Cc1ccc(-c2ccccc2)cc1 (stereo unspecified)
→ ., ?, -3%, ., 4, ?, ?, -5%, ?
29. COCCNC(=O)C1(C)CCCN(C(=O)c2cc(OC)c(OC)c(OC)c2)C1 (stereo unspecified)
→ ., 9%, 0%, ., 18, 0%, 12%, 3%, 20%
30. COc1cccc(NC(=O)COc2cc(O)c3c(c2)OC(C)(C)CC3=O)c1
→ -3%, -2%, 1%, -1%, -7, -2%, 1%, ?, -6%

Only HT1080NT lethal (2 entries from above):
| No. | Molecule | HT1080NT lethal |
| --- | --- | --- |
| 25 | CCS(=O)(=O)N1CCC(C(=O)NCCc2ccc(OC)c(OC)c2)CC1 | 0% |
| 5 | CC(C)N(NC(=O)c1cccc2ccccc12)C(C)C | 16% |

(listing goes on)
Order of values: MCF10A rerep, HT1080NT lethal, WRN inhibitor, SW480 rereplic, IL1B secr inh, KB-3-1 tox, ATXN2 expr inh, KB-V1 MDR tox, HT1080 IDH1KD tx
31. CCC/C(O)=C1\C(=O)CC(c2ccccc2)CC1=NC(C)C(=O)O (stereo unspecified)
→ 0%, 17%, -7%, -1%, 10, -1%, -9%, 0%, 15%
32. O=C(OCc1cncs1)c1ccccc1Cl
→ 0%, 2%, -6%, -10%, -9, 9%, 16%, 0%, 8%
33. COc1ccc(N=C2SC(CC(=O)Nc3ccc(OC)cc3OC)C(=O)N2C)cc1 (stereo unspecified)
→ 12%, 7%, -3%, 0%, 12, 7%, 0%, 18µM*, -3%
34. O=C(CCN1CCCCC1)Nn1c(=S)[nH]c2ccccc2c1=O
→ 5%, -1%, 8%, -1%, -18, 16%, 15%, -1%, -2%
35. O=C(NCc1cccnc1)C1CCN(S(=O)(=O)N2CCC3(CC2)OCCO3)CC1
→ 20%, 9%, -1%, ?, 23, 7%, -6%, 3%, 2%
36. Cn1ccc2c(N3CCOCC3)cc3c(c21)C1CCC3O1 (stereo unspecified)
→ ., 10%, 1%, ., -13, 0%, -2%, 6%, 6%
37. O=C(Nc1nc2c(Br)cc(Br)cc2c(=O)s1)c1ccco1
→ 1%, -3%, -1%, -6%, ., -13%, -26%, -4%, -10%
38. O=C(CSc1nnc(-c2ccc(F)cc2)o1)N1CCCC1
→ 4%, 15%, -5%, 2%, 5, -4%, 15%, -16%, 21%
39. Cc1ccc(C(=O)OCC(=O)Nc2cccc(S(=O)(=O)N3CCCCC3)c2)o1
→ -4%, 1%[9.24 µM], -13%, ?, 17, -7%, -6%, -13%, -7%
40. COc1cc(/C=N\NC(=O)c2ccc(C)nc2)ccc1OC(=O)c1cccc(F)c1
→ 2%, 5%, -9%[57.1 µM], -5%, -12, -4%, 6%, 28%, -9%
41. Cc1ccc(NC(=O)c2ccc(Cl)c(S(=O)(=O)N3CCCC3)c2)nc1
→ 11%, 4%, 0%, -1%, -15, -13%, -2%, -23%, -4%
42. COc1ccc(CCNC(=O)c2ccc(CS(=O)(=O)c3ccc(Cl)cc3)o2)cc1OC
→ 28%, -7%, -5%, ?, ?, 0%, ?, 2.6µM*, -29%
43. COc1ccccc1CNC(=O)COC(=O)c1ncc(Cl)c(Cl)c1Cl
→ 1%, 4%, -7%, 0%, -21, 0%, 9%, 9%, 8%
44. CCc1ccc(-c2cc(C)no2)cc1S(=O)(=O)N1CCN(c2ccccc2F)CC1
→ 7%, -1%, 5%, 10%, 7, ?, 16%, -59%, 2%
45. CCCCOc1ccc(/C=C2/Sc3ccccc3C2=O)cc1
→ 0%, 19%, -2%, 9%, -21, -3%, 87%[activator], -1%, 22%
46. O=C(C#Cc1ccccc1)c1ccc([N+](=O)[O-])cc1
→ ?, ?, 32µM*, 13µM*, -97*, 23µM*, ?, ?, ?
47. COCc1cc(=O)n2[nH]c(-c3ccsc3-n3c(C)ccc3C)cc2n1
→ -1%, 0%, 32µM*, ?, -5, 11%, 1%, 2%, -7%
48. CCCS(=O)(=O)NC(=O)C1(C)CCN(C(=O)c2c(-c3ccccc3)noc2C)C1 (stereo unspecified)
→ ., 20%, 0%, ., 3, 0%, 1%, -1%, 8%
49. C[C@H]1COC(=O)[C@H](CC(=O)OC(C)(C)C)C/C=C\C[C@@H](CC(=O)N[C@@H](CO)Cc2ccccc2)C(=O)N1
→ -4%, -1%, -4%, -8%, -3, 30%, 7%, 0%, 8%
50. O=C(CN(C(=O)CSc1nc2ccccc2o1)c1cccc(F)c1)NC1CCCCC1
→ -16%, 0%, 1%, -2%, -1, 1%, 0%, -11%, -4%
51. COc1c(Cl)cc(Cl)cc1/C=N/n1cnnc1
→ 5%, 6%, 5%, 0%, 24, 7%, 12%, -3%, 5%
